Bioassay records deposited in PubChem by National Center for Advancing Translational Sciences (NCATS).
15-hLO inh = 15-hLO (ALOX15) enzyme inhibition; 74,000 compounds, 1.4% hits; P16050; Potency, µM (top dose mostly 57.1 µM), for inactives: at the highest dose activity change, negative = inhibition, usual class: inhibitors; purified 15hLO-1, xylenol orange hydroperoxide absorbance; further: potency means the concentration at half of the fitted maximal effect; on the % scale 0 is the no-effect control and ±100 the full control effect; nearly all actives have a fitted effect of over 55% in size
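Hydroperoxide formed from arachidonic acid (50 uM) by purified human 15hLO-1 (40 nM) oxidizes ferrous iron, and the ferric-xylenol orange complex is read at 573 versus 405 nm. Compounds were preincubated 15 min; reaction ran 6 min at room temperature.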
CRE-bla Fsk = alters forskolin-stimulated CRE reporter signaling in CHO cells; CHO CRE-bla reporter (cAMP response element driving beta-lactamase), forskolin EC10, beta-lactamase ratio; Potency, µM (top dose mostly 38.2 µM), without a hit: at the highest dose activity change, negative = inhibition, actives largely listed as activators; 71,000 compounds, 2.5% hits; AID 662; active means well fitted activation curve with a large enough effect in the signal ratio, with a control signal flat, not every such curve was filed as active; inconclusive means small, poorly fitted or top-dose-only effect, or effect the other way, or a change in a side signal; the % refers to the signal ratio; further: potency means the concentration at half of the fitted maximal effect; % of control where 0% means no effect
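The 460nm/530nm emission ratio after CCF4 loading defined %Activity, from which AC50 values were obtained. CRE-bla CHO cells received compound dilution series together with an EC10 level of NKH 477 for 3 hours at 37 degrees Celsius.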
Luciferase inh = blocks Photinus pyralis firefly luciferase activity; Potency, µM (highest dose often 57.1 µM), without a hit: top-dose activity change, negative = inhibition, actives largely listed as inhibitors; P08659; 72,000 compounds, 2.2% hits; purified firefly luciferase, luminescence, 8 min; AID 411; further: potency means the concentration at half of the fitted maximal effect; on the % scale 0 is the no-effect control and ±100 the full control effect; nearly all actives have a fitted effect of over 40% in size
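Luminescence read-out after 8 min at room temperature; enzyme reaction used luciferin plus 10 uM ATP (linear range) in imidazole buffer pH 7.2 with KCl, MgCl2, Tween 20 and BSA. Each sample was run as a titration.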
Tau filament bind = tau filament binding. P10636. recombinant tau filaments, thioflavin S fluorescence, 15 h; filaments grown with octadecylsulfate alongside compound. Potency, µM (top dose mostly 57.1 µM), inactives show at the highest dose activity change, negative = inhibition. 71,000 compounds, 2% hits. AID 596;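 further: potency means the concentration at half of the fitted maximal effect; on the % scale 0 is the no-effect control and ±100 the full control effect; actives lower thioflavin S fluorescence by blocking filaments or displacing dye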
Target sequence (P10636 whole entry, looked up): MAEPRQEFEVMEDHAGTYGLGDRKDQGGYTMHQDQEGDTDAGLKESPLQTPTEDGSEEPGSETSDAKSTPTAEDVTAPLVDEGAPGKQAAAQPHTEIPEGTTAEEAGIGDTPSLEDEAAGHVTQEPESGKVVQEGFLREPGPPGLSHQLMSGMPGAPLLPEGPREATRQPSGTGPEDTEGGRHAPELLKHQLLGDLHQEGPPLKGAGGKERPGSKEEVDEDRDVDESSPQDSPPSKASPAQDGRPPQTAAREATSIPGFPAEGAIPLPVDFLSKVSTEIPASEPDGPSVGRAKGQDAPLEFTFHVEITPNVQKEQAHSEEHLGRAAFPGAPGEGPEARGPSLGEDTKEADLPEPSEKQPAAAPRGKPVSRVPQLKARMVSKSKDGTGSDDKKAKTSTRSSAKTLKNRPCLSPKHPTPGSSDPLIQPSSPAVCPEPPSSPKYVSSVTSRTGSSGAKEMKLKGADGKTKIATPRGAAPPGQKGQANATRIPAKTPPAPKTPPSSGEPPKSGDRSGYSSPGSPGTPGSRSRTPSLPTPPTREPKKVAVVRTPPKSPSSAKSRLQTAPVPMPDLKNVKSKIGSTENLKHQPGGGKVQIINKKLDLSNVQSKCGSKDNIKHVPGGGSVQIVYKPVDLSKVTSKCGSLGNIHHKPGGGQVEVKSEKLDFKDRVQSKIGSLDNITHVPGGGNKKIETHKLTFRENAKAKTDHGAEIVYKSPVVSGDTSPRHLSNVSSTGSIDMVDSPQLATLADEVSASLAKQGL
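Thioflavine S fluorescence (ex 450, em 510 nm) reports filaments formed from 1 uM human tau plus 30 uM ODS over 15 h at 37 C (10 mM HEPES pH 7.4, 100 mM NaCl, 5 mM DTT); compounds displacing dye or blocking filaments lower signal.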
Rhodamine fluor = compound fluoresces in the rhodamine spectral region | max dye-equivalent concentration, M | 59,000 compounds, 0.05% hits | Rhodamine-region fluorescence, 547/598 nm, Tris buffer; active compounds read high; in the data active means max dye-equivalent concentration above about 11 nM; inconclusive means between about 1.1 nM and that limit
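Read-out is relative fluorescence at 547 nm excitation and 598 nm emission, expressed as dye-equivalent concentration using rhodamine standards on every plate. Each compound was profiled across a concentration series after 15 min in 100 mM Tris, pH 8.0.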
Pol III holo inh = blocks replication by bacterial DNA polymerase III holoenzyme. reconstituted DNA polymerase III holoenzyme replication, biochemical. Potency, µM (doses to about 57.1 µM), without a hit: at the top dose activity change, negative = inhibition. 71,000 compounds, 0.25% hits. AID 603; further: potency means the concentration at half of the fitted maximal effect; on the % scale 0 is the no-effect control and ±100 the full control effect
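Reconstituted *E. coli* holoenzyme (0.35 nM Pol III, 1 nM beta, 154 nM SSB, 2 nM primase) was preincubated with compound for 15 min at RT. Synthesis on 1.4 nM ssM13Gori ran 35 min, then was stopped with PicoGreen/EDTA and read as dsDNA fluorescence.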
Hsp90 Hop PPI = changes Hsp90-Hop TPR2A binding signal, up or down; AlphaScreen TPR2A-His6 binding biotin-Hsp90 C-terminal peptide; Potency, µM (highest dose often 57 µM), inactives show top-dose activity change, negative = inhibition; 71,000 compounds, 0.44% hits; active means well fitted curve in either direction with a large enough effect; inconclusive means small, poorly fitted or top-dose-only effect, or another doubt; further: potency means the concentration at half of the fitted maximal effect; on the % scale 0 is the no-effect control and ±100 the full control effect; many of its hits are not listed in these tables
Texas Red fluor = compounds fluorescent in Texas Red spectral region; Compound fluorescence, Texas Red channel, 547/618 nm; active compounds read high; max dye-equivalent concentration, M; 59,000 compounds, 0.06% hits; in the data active means max dye-equivalent concentration above about 10 nM; inconclusive means between about 1.1 nM and that limit
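Fluorescence at ex 547/em 618 nm, normalized against an on-plate Texas Red standard series to give dye-equivalent concentration per compound concentration. Buffer 100 mM Tris, pH 8.0; 15 min RT incubation before CCD imaging.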
ERK AVP inh = blocks ERK signaling stimulated by vasopressin | HEK293-V1b, vasopressin-stimulated pERK AlphaScreen | Potency, µM (titrated, usually from 57.5 µM), inactives show at the top dose activity, negative = inhibition, hits mostly inhibitors | 72,000 compounds, 0.99% hits; further: potency means the concentration at half of the fitted maximal effect; on the % scale 0 is the no-effect control and ±100 the full control effect; nearly all actives have a fitted effect of over 55% in size
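Overnight-seeded V1b-HEK293 cells in 1% FBS got compound, then vasopressin (25 nM final, 5 min, 37C), then lysis buffer. AlphaScreen detection of phospho-ERK; activity normalized to basal and full-stimulation controls.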
HBB splicing = alters splicing of the hemoglobin beta chain; HBB splicing reporter cell assay, activation; EGFP reporter with mutant IVS2-654 intron; response scale: normalised to 500 nM splice-correcting PNA; Potency, µM (highest dose often 46.1 µM), without a hit: top-dose activation, most hits filed as activators; 65,000 compounds, 0.06% hits; further: potency means the concentration at half of the fitted maximal effect; 0% is about no effect
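HeLa cells stably expressing EGFP interrupted by mutant beta-globin intron 2 (IVS2-654), 500/well in 2% FCS. Treated with compound for 2 days at 37C. Splicing correction scored as total well GFP intensity (488 nm excitation, 500-520 nm emission); 500 nM antisense PNA served as control.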
HADH2 inhib = HADH2 (human) dehydrogenase inhibition; recombinant HADH2, NADH fluorescence, beta-hydroxybutyryl-CoA; Q99714; Potency, µM (titrated, usually from 57.1 µM), inactives show at the top dose activity change, negative = inhibition, most hits filed as inhibitors; 73,000 compounds, 3.4% hits; further: potency means the concentration at half of the fitted maximal effect; on the % scale 0 is the no-effect control and ±100 the full control effect; nearly all actives have a fitted effect of over 60% in size; many of its hits are not listed in these tables
Target sequence (Q99714 whole entry, looked up, one chain of several): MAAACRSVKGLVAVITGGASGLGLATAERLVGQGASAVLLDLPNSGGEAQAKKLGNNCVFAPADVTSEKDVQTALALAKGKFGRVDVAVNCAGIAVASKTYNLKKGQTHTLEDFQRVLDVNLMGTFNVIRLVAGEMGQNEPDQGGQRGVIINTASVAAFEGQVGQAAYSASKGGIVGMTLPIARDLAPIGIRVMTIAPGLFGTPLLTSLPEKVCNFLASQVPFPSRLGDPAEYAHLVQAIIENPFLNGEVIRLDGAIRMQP
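NADH fluorescence (ex 360/em 450 nm) read every 30 s for 4 min; activity taken as last-minus-first time point difference. Enzyme 20 nM, NAD+ 1 mM, beta-hydroxybutyryl-CoA 90 uM, pH 9.0 Tris buffer.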
* hit, by the source's call; i = inactive; ? = inconclusive; / = no result given; [ ] = remark or other dose. Unless noted, the call rests on the fitted dose curve; in most records, active means well fitted curve in the direction sought with a large enough effect; inconclusive means small, poorly fitted or top-dose-only effect, or another doubt; inactive means no such curve, though single readings can be large; an effect the other way counts as inactive or inconclusive. Only part of the results is shown. The share of hits here may be higher or lower than overall.

Each structure is followed by: 15-hLO inh | CRE-bla Fsk | Luciferase inh | Tau filament bind | Rhodamine fluor | Pol III holo inh | Hsp90 Hop PPI | Texas Red fluor | ERK AVP inh | HBB splicing | HADH2 inhib
COCCOC(=O)c1[nH]c2c(c1C)C(=O)C(C(=O)OC)C(C)C2 (stereo not given)
 : 0% | 11% | 10µM* | -2% | / | -4% | 1% | / | -14% | -1.1% | 5%
Clc1ccc(OCc2nc(-c3ccccn3)n[nH]2)cc1
 : 43%[activator] | ? | -3% | 13% | i | 4% | 16µM* | i | -5% | 1.4% | 5%
O=C1CCc2cc(S(=O)(=O)N3CCN(C(=O)c4ccco4)CC3)ccc2N1
 : 2% | 0% | 0% | -23% | i | -4% | -18% | i | -1% | -1.5% | 6%
Cc1cc(C)c2c(n1)sc1c(N3CCN(CCO)CC3)ncnc12
 : 5% | -8% | 3% | -4% | i | -1% | -2% | i | -6% | -1.6% | 9%
CN(C)/N=N\c1nc[nH]c1C(N)=O
 : 4%[25.6 µM] | -1%[17.1 µM] | 1%[25.5 µM] | 0%[25.6 µM] | i | -7%[25.6 µM] | -4%[26 µM] | i | -3%[25.7 µM] | 0.0%[20.6 µM] | 0%[25.6 µM]
Cc1n[nH]c(C)c1C(=O)CC1(O)C(=O)N(CCc2ccccc2)c2ccc(Cl)cc21 (stereo not given)
 : -8% | -11% | -2% | -1% | i | 3% | -7% | i | ? | -0.1% | -7%
COc1ccc(-c2csc(NC(C)=O)n2)cc1OC
 : ? | ? | -11% | -4% | i | -6% | -4% | ? | ? | -1.5% | ?
COc1ccc(C2(C(=O)Nc3c(C)n(C)n(-c4ccccc4)c3=O)CCCC2)cc1OC
 : 9% | 0% | -1% | 3% | i | -3% | -2% | i | -25% | 0.1% | 15%
Cc1ccc(S(=O)(=O)Cn2nnnc2CN2CCOCC2)cc1
 : 14% | 1% | 3% | 1% | i | -4% | -3% | i | -3% | / | 9%
CN1CCN(S(=O)(=O)c2ccc(NC(=O)C3CCCCC3)cc2)CC1
 : 3% | -7% | -1% | 191% | i | -3% | -1% | ? | -6% | -1.2% | 3%
Cc1c(=O)n(OCc2ccccc2F)c2ccccc2[n+]1[O-]
 : 0% | ? | 0% | ? | i | -3% | -9% | ? | -5% | 20µM* | -11%
CCOC(=O)C1CCCN(S(=O)(=O)c2cn(C)c(=O)n(C)c2=O)C1 (stereo not given)
 : 6% | 19% | 1% | 9% | / | -2% | -1% | / | / | -0.7% | -5%
c1ccc(CCNc2ncnc3nc[nH]c23)cc1
 : 15% | ? | -4% | 5% | i | -3% | -8% | i | ? | -0.2% | -1%
Cc1ccc(N(CC(=O)NCc2ccc3c(c2)OCO3)S(C)(=O)=O)cc1
 : 4% | 0% | 0% | -10% | i | -3% | 3% | i | 21% | / | 15%
COCCn1c(SCC(=O)Nc2nc(C)c(Cl)cc2Cl)nc2ccccc21
 : ? | ? | 3% | 6% | i | -12% | 3% | i | ? | -8.4% | 24%
CO[C@H]1COC(=O)[C@H](C)NC(=O)C/C=C\[C@@H](C)[C@@H](NS(=O)(=O)c2ccc(C)cc2)COC(=O)C/C=C\[C@@H]1C
 : 8%[11.4 µM] | / | 1%[11.4 µM] | / | / | / | / | / | 12%[11.5 µM] | 0.6%[9.22 µM] | 1%[11.4 µM]
CCOc1ccc(NC(=O)N(CCN2CCOCC2)Cc2ccc3c(c2)CCCN3CC)cc1
 : -6% | -11% | 1% | ? | i | -3% | ? | i | 6% | -0.4% | -9%
Cc1ccc(NC2=NC(c3ccccc3)n3c(nc(C)cc3=O)N2)cc1 (stereo not given)
 : -4% | -29% | -4% | -8% | i | -7% | -1% | ? | 1% | 2.5%[0.369 µM] | 10%
Cc1csc(NC(=O)c2ccccc2C(=O)O)n1
 : 0% | 0% | 0% | 4% | i | -2% | 1% | i | 9% | -3.0% | 7%
O=C(O)[C@H](Cc1ccccc1)N1C(=O)c2ccncc2C1=O
 : 10% | -25% | 2% | -6% | i | -11% | -3% | i | 8% | 3.6% | -6%
COc1ccccc1Nc1nc(N)nc(CSc2nc(C)cc(C)n2)n1
 : -8% | 10µM* | -3% | 6% | i | -5% | ? | i | -12% | / | -1%
OC(CCN1CCCCC1)(c1ccccc1)c1ccccc1
 : 1%[11.4 µM] | -1%[7.6 µM] | -1%[25.5 µM] | 11%[11.4 µM] | i | -8%[11.4 µM] | 0%[11 µM] | ? | -4%[11.5 µM] | -1.3%[9.22 µM] | 1%[11.4 µM]
COCCn1c(SCC(=O)c2ccc(F)cc2)nnc1C(C)C
 : -15% | -18% | 1% | 2% | i | -2% | 0% | i | 17% | 0.5%[57.5 µM] | -5%
CCOc1ccc(NC(=O)C2CC(C)=C(C)CC2C(=O)O)cc1 (stereo not given)
 : -1%[11.4 µM] | ? | 0% | -11%[11.4 µM] | / | -2%[11.4 µM] | -6%[11 µM] | / | -11% | 0.9%[0.0738 µM] | 1%[11.4 µM]
N#CCCN(C(=O)Nc1ccccc1)c1ccccc1
 : -8% | 4% | 0% | -9% | i | -6% | -6% | i | -15% | -1.6% | -6%
COC(=O)n1c(=S)oc2cc(Cl)ccc21
 : -30% | 9% | -2% | -1% | i | -3% | -3% | i | ? | 0.9%[0.369 µM] | 7.9µM*
CCOC(=O)N1CCN(C(=O)c2cc3c(-c4ccc(Cl)cc4)nn(C)c3s2)CC1
 : -7% | 6% | 4% | 180% | / | -14% | 1%[2.3 µM] | / | -13% | 1.1% | 11%
CCCn1c(SCC(=O)N2CCCc3ccccc32)nc2c1c(=O)n(C)c(=O)n2C
 : 0% | 11% | 0% | 4% | i | -5% | -2% | ? | -4% | / | -1%
N[C@@H](Cc1[nH]nc2ccccc12)C(=O)O
 : 12%[11.4 µM] | -1%[7.6 µM] | 1%[11.4 µM] | 10%[11.4 µM] | i | -7%[11.4 µM] | -11%[11 µM] | i | -10%[11.5 µM] | 0.2%[9.22 µM] | 3%[11.4 µM]
CCOC(=O)c1ccc(NC(=O)CC2SCCNC2=O)cc1 (stereo not given)
 : 3% | -3% | -13% | -5% | i | -1% | ? | i | -3% | 0.0%[0.369 µM] | -1%
COc1ccc(CCNC2=NCC(C)S2)cc1 (stereo not given)
 : -5% | -14% | 1% | 4% | i | -4% | -3% | i | -9% | 3.5% | 1%
COc1cccc2sc(Nc3nnc(-c4ccccc4Cl)o3)nc12
 : 15% | 5µM* | 16µM* | 180% | / | -6% | 5% | / | / | -1.8% | 16%
CN1C(=O)CSc2ccc(NC(=O)N3CCc4ccccc43)cc21
 : -13% | 17% | 13µM* | -26% | i | -4% | -5% | i | 2% | 0.7%[57.5 µM] | 14%
CCCc1cc(=O)[nH]c(SCC(=O)Nc2nonc2N)n1
 : 10% | 0% | 0% | -8% | i | -5% | -4% | ? | 3% | -1.5% | 1%
COc1cc(OC)cc(C(=O)N(CN2CCCC2=O)c2ccccc2OC)c1
 : -13% | 8% | 6% | 4% | i | -3% | -6% | i | -15% | 2.6% | 11%
O=C(O)CCS(=O)(=O)Cc1ccccc1F
 : 10% | -21% | 3% | 18% | i | -7% | -4% | i | 9% | 1.4% | -1%
COc1ccc(C(=O)N2CCC3(CC2)CN(c2ccc(-c4ccccc4)cc2)C3)cc1
 : -5% | -11% | 2%[11.4 µM] | 2% | i | 1% | -2% | i | ? | 4.2% | -3%
CC(C)=CCSc1nnc(CCNC(=O)OC(C)(C)C)o1
 : 3% | 3% | 0% | -9% | i | -6% | 4% | i | 3% | -5.4%[57.5 µM] | -5%
CCc1ccccc1NC1c2ccccc2C(=O)N1c1cc(C)ccn1 (stereo not given)
 : -3% | -4% | 2% | 53% | / | -4% | 1% | / | / | -0.5% | 1%
CCn1c(=N)c(C(=O)NCCCOC)cc2c(=O)n3cccc(C)c3nc21
 : -4% | ? | 3% | -2% | i | -5% | -7% | i | ? | 3.0%[0.369 µM] | 4µM*
Cc1ccc2c(CN3CCCc4ccccc43)cc(=O)oc2c1C
 : ? | -8% | -5% | 0% | i | -12% | -5% | i | 19% | 0.5%[57.5 µM] | 13%
O=C1CCCC2=C1C(c1ccncc1)c1c(nc(SCc3ccccc3)[nH]c1=O)N2 (stereo not given)
 : 3% | -21% | 1% | 3% | i | 14% | -9% | i | -7% | 2.4% | -11%
